# HEK293 tox: HEK 293 cell cytotoxicity; HEK 293 viability, ATP luminescence (CellTiter-Glo), 48-72 h; Potency, µM (series often up to 115 µM), without a hit: at the highest dose activity change, negative = cytotoxicity, most hits filed as inhibitors; 6.6% of 94,000 active; AID 1345083; also: potency is read from the fitted curve at half-maximal effect; nearly all actives have a fitted effect of over 60% in size
#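 250 HEK 293 cells/well; compound by pintool; incubated 48 or 72 hr at 37 degree Celsius; CellTiter-Glo added, 10 min RT, luminescence imaged.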
# Luciferase inh: Photinus pyralis luciferase inhibition. P08659. purified P. pyralis luciferase, luminescence, biochemical. Potency, µM (doses to about 115 µM), for the others: at the top dose activity change, negative = inhibition, most hits filed as inhibitors. 2.5% of 76,000 active; also: potency is read from the fitted curve at half-maximal effect; nearly all actives have a fitted effect of over 65% in size
# Target sequence (P08659 whole entry, looked up): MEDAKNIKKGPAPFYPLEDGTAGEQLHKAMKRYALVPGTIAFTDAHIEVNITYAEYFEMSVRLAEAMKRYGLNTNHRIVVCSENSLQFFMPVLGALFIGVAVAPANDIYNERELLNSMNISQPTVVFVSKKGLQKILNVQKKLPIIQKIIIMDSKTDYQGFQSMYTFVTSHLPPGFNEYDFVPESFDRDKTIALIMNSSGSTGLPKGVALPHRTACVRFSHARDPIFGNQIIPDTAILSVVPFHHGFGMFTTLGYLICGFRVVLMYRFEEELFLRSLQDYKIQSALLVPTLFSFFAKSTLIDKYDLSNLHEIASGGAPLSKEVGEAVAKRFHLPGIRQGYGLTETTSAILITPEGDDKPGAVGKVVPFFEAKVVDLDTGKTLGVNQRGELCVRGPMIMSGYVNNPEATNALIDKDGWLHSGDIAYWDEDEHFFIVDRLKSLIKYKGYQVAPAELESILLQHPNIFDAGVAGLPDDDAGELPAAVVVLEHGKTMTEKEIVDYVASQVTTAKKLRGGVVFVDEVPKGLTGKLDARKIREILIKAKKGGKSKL
#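 Cell-free enzyme assay, 10nM P. pyralis luciferase, luciferin and ATP each at 10uM. Inhibition profiled over a 6-point titration, read as luminescence.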
# HEK293 viab: cell viability loss counter-screen | 0.12% of 150,000 active | HEK-293-SNCA-luc viability, GF-AFC fluorescence, 24 h | Potency, µM (top dose mostly 57.1 µM), inactives show top-dose activity change, negative = cytotoxicity, usual class: cytotoxic;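 also: potency is read from the fitted curve at half-maximal effect; 0% = DMSO-treated cells and -100% = medium-only wells without cells; nearly all actives have a fitted effect of over 30% in size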
#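 Cytotoxicity counterscreen: after 24 h compound treatment of genome-edited SNCA-luciferase HEK-293 cells, live-cell protease substrate GF-AFC read by fluorescence after 30 min; activity scaled between DMSO (0%) and medium-only (-100%), curves Hill-fitted.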
# IP6K1 inhibitor: inhibitors of human IP6K1. activity change, % (series mostly up to about 58 µM). IP6K1 kinase, ADP-Glo luminescence, 2 h; hits give low values. 0.81% of 140,000 active. Q92551; in the data active = activity change below about -25%
#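 ADP-Glo luminescence measures ADP made by human IP6K1 during a 2 h RT reaction with ATP/IP6 (mix at 1.3 mM/130 uM); top library doses 57.5 and 19.1 uM final.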
# SNCA expr inhib: inhibitors of alpha-synuclein (SNCA) gene expression | Potency, µM (top dose mostly 57.2 µM), without a hit: at the highest dose activity change, negative = inhibition, usual class: inhibitors | 0.17% of 140,000 active | HEK-293 SNCA-luciferase knock-in, luminescence, 24 h;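 also: potency is read from the fitted curve at half-maximal effect; plate controls were DMSO cells for no effect and cell-free wells for full effect; nearly all actives have a fitted effect of over 45% in size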
# GPT2 inh: GPT2 alanine aminotransferase inhibition. Potency, µM (doses to about 57.7 µM), inactives show at the highest dose activity change, negative = inhibition, most hits filed as inhibitors. Q8TD30. 0.25% of 100,000 active. Recombinant GPT2, coupled pyruvate oxidase/HRP Amplex Red fluorescence; also: potency is read from the fitted curve at half-maximal effect; nearly all actives have a fitted effect of over 60% in size; many of its hits are not listed in these tables
# Target sequence (Q8TD30 whole entry, looked up): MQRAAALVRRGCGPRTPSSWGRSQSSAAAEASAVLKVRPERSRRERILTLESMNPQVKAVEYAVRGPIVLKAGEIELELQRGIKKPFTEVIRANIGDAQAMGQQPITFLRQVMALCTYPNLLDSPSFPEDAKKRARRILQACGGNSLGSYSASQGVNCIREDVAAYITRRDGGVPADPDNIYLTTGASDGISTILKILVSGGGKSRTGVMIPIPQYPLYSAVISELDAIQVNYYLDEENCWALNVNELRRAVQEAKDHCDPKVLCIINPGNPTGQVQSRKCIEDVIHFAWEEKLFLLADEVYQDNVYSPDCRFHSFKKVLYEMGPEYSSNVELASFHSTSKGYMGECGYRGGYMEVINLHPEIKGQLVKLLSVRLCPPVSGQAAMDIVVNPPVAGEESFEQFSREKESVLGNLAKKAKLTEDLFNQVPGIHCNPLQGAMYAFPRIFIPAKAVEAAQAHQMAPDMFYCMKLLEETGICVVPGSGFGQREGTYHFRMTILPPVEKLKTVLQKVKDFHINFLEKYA
#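 Fluorescence of coupled pyruvate oxidase/HRP/Amplex Red system (50uM Amplex, 30 min, dark) reports pyruvate formed by GPT2. Enzyme reaction: 10ng/uL GPT2, 2mM L-alanine, 250uM a-KG, 30 min room temperature, pH 7.5; 50uM AOA control.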
# 3T3 cytotox: cytotoxic compounds in NIH 3T3 cells | NIH 3T3 viability, CellTiter-Glo ATP luminescence, 48-72 h | Potency, µM (series often up to 96.7 µM), inactives show at the highest dose activity change, negative = cytotoxicity, hits mostly inhibitors | 4.3% of 94,000 active; also: potency is read from the fitted curve at half-maximal effect; nearly all actives have a fitted effect of over 55% in size
#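 Cells were seeded at 400 per well, treated with pin-transferred compound, and kept 48 or 72 hr at 37 °C before CellTiter-Glo addition and luminescence imaging of cellular ATP.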
# The depositor's hits bear a star; i = inactive; ? = inconclusive; / = no result given; [ ] = dose if it differs, or a comment. Unless noted, calls follow the shape of the dose curve; as a rule, active = well fitted curve in the direction sought with a large enough effect; inconclusive = small, poorly fitted or top-dose-only effect, or another doubt; inactive = no such curve, though single readings can be large; an effect the other way counts as inactive or inconclusive. Unless noted, % is scaled to controls: 0 for no effect and ±100 for the full control effect. These rows are one share of the data; count on the stated rates, not on these rows.
# Each structure is followed by: HEK293 tox	Luciferase inh	HEK293 viab	IP6K1 inhibitor	SNCA expr inhib	GPT2 inh	3T3 cytotox
[1] Cc1noc(-c2ccccc2Cl)c1C(=O)NCc1ccccc1Cl
    -17%	2%	7%	13	2%	3%	?
[2] COC1CN(c2ccc(C)cc2)C12CCN(C(=O)COc1ccccc1)CC2 (stereo not given)
    ?	3%	-1%	8	37%[activator]	3%	?
[3] O=C(c1cccc(F)c1)N1CCCC(c2noc(COc3ccccc3)n2)C1 (stereo not given)
    ?	-8%	-8%[12.5 µM]	19	7%	i	-22%
[4] CC(C)(Oc1nn(Cc2cccc(Cl)c2)c2ccccc12)C(=O)N1CCOCC1
    89µM*	-1%[172 µM]	-26%[87.6 µM]	-8	?	-12%[88.5 µM]	?
[5] CC1CCN([C@@H]2[C@H](O)[C@H](CO)O[C@@H]2CNC(=O)Nc2ccccc2)CC1
    -9%[172 µM]	-16%[172 µM]	6%[87.6 µM]	1	31%[87.6 µM]	-24%[88.5 µM]	1%[174 µM]
[6] O=C(c1ccncc1F)N1CCCn2ccnc2C1c1ccccc1 (stereo not given)
    -5%	-8%	5%	4	-11%	1%	-7%
[7] O=C(NCc1nnc2ccc(-c3ccc(Cl)cc3)nn12)c1ccco1
    -19%	4%	-1%	16	4%	i	-10%
[8] O=C1NCCCCCN(Cc2ccc(F)cc2F)[C@H]2CCC[C@@H]12
    ?	-2%	4%	7	-15%	i	?
[9] O=C(CSCc1cccc(F)c1)NCc1ccccc1
    /	/	0%	0	114%[activator]	/	/
[10] CCOC(=O)c1c(S(=O)(=O)N2CCCC(C(=O)N3CCN(c4ccc(F)cc4)CC3)C2)c(C)n(C)c1C (stereo not given)
    /	/	-1%	-2	-2%	/	/
[11] CCN(C(=O)c1sc2nc3n(c(=O)c2c1C)CCCC3)c1ccccc1F
    /	/	2%	13	25%	/	/
[12] Cc1noc2c(N(C)C)cc(-c3ccc(F)cc3)nc12
    ?	9%[230 µM]	6%[87.6 µM]	-10	-2%[87.6 µM]	-1%[88.5 µM]	?
[13] CCC(=O)N1Cc2ccccc2CC2(CCCN2Cc2ccccc2)C1 (stereo not given)
    ?	/	-14%	-5	29%	i	-27%
[14] COC(=O)c1c(NC(C)=O)c2cc(NC(C)CC(C)(C)O)cnc2n1CCc1ccc(OC)cc1 (stereo not given)
    8%	2%	?	1	-13%	?	i
[15] OCCCc1nc2n(n1)C(c1cccc(Cl)c1)C=C(c1ccccc1)N2 (stereo not given)
    /	/	?	-2	0%	/	/
[16] COc1cccc(C(=O)N2CCN(c3ccc4ncc(-c5cccc(C(F)(F)F)c5)n4n3)CC2)c1
    ?	/	/	4	/	/	11µM*
[17] COc1ccc(-c2noc(Nc3cc(OC)c(OC)c(OC)c3)n2)cc1OC
    22µM*	-28%	?	1	131%[activator]	-2%	?
[18] O=C(NCc1nnc2n1CCCC2)[C@H]1CNC[C@H](C(=O)N2CCCC2)C1
    0%	5%	5%	12	-22%	i	0%
[19] CS(=O)(=O)N1CCC(C2CCN(C(=O)Cc3cccc(F)c3)C2)CC1 (stereo not given)
    i	-3%	-6%[12.5 µM]	4	?	-3%	3%
[20] CCCn1cc(S(=O)(=O)c2cccc(Cl)c2)c(=O)c2cc(F)c(N3CCN(CC)CC3)cc21
    /	/	-20%	-15	-3%	/	/
[21] COCCN1C(=O)c2ccccc2C(C(=O)Nc2nc(C)c(C)s2)C12CCCCC2 (stereo not given)
    ?	-9%	1%	23	-27%	0%	?
[22] C=CCNC(=O)C(NC(=O)c1cccs1)C1CCN(C(=O)c2ccc(F)cc2)CC1 (stereo not given)
    -15%	-9%	3%	12	-20%	i	-20%
[23] COCCOc1ccc2c(n1)CCN(C(=O)c1ccco1)C2
    3%	-11%	24%[12.5 µM]	1	-1%	1%	4%
[24] COC(=O)[C@@H]1Cc2ncn(C)c2CN1C(=O)c1cccs1
    i	-7%[172 µM]	1%[87.6 µM]	10	-19%[87.6 µM]	0%[88.5 µM]	i
[25] Cc1ccc(CCC(=O)N2CCC(CO)(CN3CCCC3)CC2)cc1
    -14%	-8%	6%	14	8%	?	?
[26] CC(C)CN1C(=O)c2ccccc2C(C(=O)Nc2ccc(C(N)=O)cc2)C12CCCCC2 (stereo not given)
    ?	-4%	-10%	7	-14%	?	-27%
[27] Cc1cccc(C#Cc2cc(F)cc(C#N)c2)n1
    /	/	-19%	-4	/	?	/
[28] CCCCc1cc(C[C@H]2CNCC[C@H]2CC(=O)Nc2nccs2)no1
    ?	63µM*	-14%[87.6 µM]	4	185%[activator][87.6 µM]	4%[88.5 µM]	?
[29] CCN1c2cc(C(=O)Nc3ccc(C#N)cc3)ccc2C(=O)N2CCCCCC21 (stereo not given)
    ?	-12%	13%[12.5 µM]	10	-10%	-5%	?
[30] COc1cc(CC2(CCC(=O)N3CCC(Oc4cccc(F)c4)CC3)CCC(=O)N2)ccc1F (stereo not given)
    -15%	6%	-4%	-7	-29%	i	-8%
[31] O=C(NCC(F)F)C1CCN(Cc2ccccc2-c2cccnc2)CC1
    2%	/	5%	5	19%	-12%	-11%
[32] Cc1c(C(=O)N(Cc2ccc(Cl)cc2)CC2CCCO2)oc2ccc(F)cc12 (stereo not given)
    /	/	-13%	-5	8%	/	/
[33] O=C(c1ccc(Br)o1)N1CCc2nn(CC3CC3)c(=O)n2CC1
    -11%	5%	-9%	7	1%	i	-12%
[34] CN(CC1CCOCC1)S(=O)(=O)c1ccc(Cl)cc1
    -21%	-10%	1%	2	2%	4%	-27%
[35] CN1CCc2c([nH]c3ccccc23)C12CCN(C(=O)C1CC1)CC2
    ?	5%	3%[12.5 µM]	-1	34%	i	-3%
[36] CCn1ncc(N2CCC(NC(=O)c3cccc(C)c3)CC2)cc1=O
    -27%	-9%	-2%	12	2%	0%	-11%
[37] CN[C@@H](C)[C@H]1[C@H](O)C[C@@]2(C)[C@@H]3CC[C@H]4C(C)(C)[C@@H](NC)CC[C@@]45C[C@@]35CC[C@]12C
    /	/	-26%[12.5 µM]	8	19%	-1%[11.5 µM]	/
[38] CC1=C[C@@H](CO)[C@H](C(C)C)C[C@H]1CC(=O)N1CCN(CCO)CC1
    -21%[172 µM]	-8%[172 µM]	2%[87.6 µM]	0	-6%[87.6 µM]	i	-10%[138 µM]
[39] Cc1nc(NCc2ccc(S(=O)(=O)N(C)C)cc2)cc(C2CC(O)C2)n1 (stereo not given)
    3%	1%	-19%	17	-22%	-7%	-6%
[40] Cc1ccc(C(=O)N2CCC[C@@H]2C(=O)N2CCCC(c3nc4ccncc4[nH]3)C2)cc1 (stereo not given in full)
    -5%	/	-6%	3	7%	0%	4%
[41] NC(=O)[C@@H]1CSSCCC(=O)N[C@@H](CCCCN=C(N)N)C(=O)NCC(=O)N[C@@H](CC(=O)O)C(=O)N[C@@H](Cc2c[nH]c3ccccc23)C(=O)N2CCC[C@H]2C(=O)N1
    /	/	-13%[23.9 µM]	-1	-45%[25.6 µM]	4%	/
[42] COc1ccc(NC(=O)N2CCC3(CCNCC3)C2)cc1
    -4%	-22%	17%	0	23%	-2%	3%
[43] O=C(Cc1ccccc1)N1CCC(Oc2cnc3c(ccn3-c3cncnc3)c2)CC1
    56µM*	12%[172 µM]	?	-1	?	-19%[88.5 µM]	?
[44] CC(/C=C/c1cccc(Oc2ccc(F)cc2)c1)N(O)C(N)=O (stereo not given)
    /	/	-8%	/	45%[activator]	2%	/
[45] Cc1ccc(OC2(C(=O)NC(C)c3cn4ncsc4n3)CCNCC2)cc1 (stereo not given)
    -17%	-2%	-23%	3	1%	2%	-13%
[46] Cc1noc(C)c1[S+](=O)([O-])NC1CCCN(c2ccc3nnc(C)n3n2)C1 (stereo not given)
    ?	/	/	-5	/	/	?
[47] Cc1ccc(CN2C(=O)COC[C@H]2C(=O)Nc2cccc(C)c2)cc1
    i	2%	-9%	0	-17%	-16%	-2%
[48] CCc1nnc(CN2CCC(N3CCCC(C(=O)N4CCOCC4)C3)CC2)o1 (stereo not given)
    -9%	-1%	-13%	0	8%	-11%	-10%
[49] FC(F)(F)Oc1ccc(Nc2cnc3ccc(N4CCOCC4)nn23)cc1
    50µM*	7%[172 µM]	4%[87.6 µM]	-17	-51%[87.6 µM]	-24%[88.5 µM]	?

# Profiles, quoted from the list:
# Entry for O=C(c1ccc(Br)o1)N1CCc2nn(CC3CC3)c(=O)n2CC1 → HEK293 tox: -11%; Luciferase inh: 5%; HEK293 viab: -9%; IP6K1 inhibitor: 7; SNCA expr inhib: 1%; GPT2 inh: i; 3T3 cytotox: -12%
# Entry for CC(/C=C/c1cccc(Oc2ccc(F)cc2)c1)N(O)C(N)=O (stereo not given) → HEK293 tox: /; Luciferase inh: /; HEK293 viab: -8%; IP6K1 inhibitor: /; SNCA expr inhib: 45%[activator]; GPT2 inh: 2%; 3T3 cytotox: /

# In the list so far, these contain an NH in an aromatic ring:
# Each structure is followed by: HEK293 tox	Luciferase inh	HEK293 viab	IP6K1 inhibitor	SNCA expr inhib	GPT2 inh	3T3 cytotox
[35] CN1CCc2c([nH]c3ccccc23)C12CCN(C(=O)C1CC1)CC2
    ?	5%	3%[12.5 µM]	-1	34%	i	-3%
[40] Cc1ccc(C(=O)N2CCC[C@@H]2C(=O)N2CCCC(c3nc4ccncc4[nH]3)C2)cc1 (stereo not given in full)
    -5%	/	-6%	3	7%	0%	4%
[41] NC(=O)[C@@H]1CSSCCC(=O)N[C@@H](CCCCN=C(N)N)C(=O)NCC(=O)N[C@@H](CC(=O)O)C(=O)N[C@@H](Cc2c[nH]c3ccccc23)C(=O)N2CCC[C@H]2C(=O)N1
    /	/	-13%[23.9 µM]	-1	-45%[25.6 µM]	4%	/

# 5 records picked at random from those above:
# Each structure is followed by: HEK293 tox	Luciferase inh	HEK293 viab	IP6K1 inhibitor	SNCA expr inhib	GPT2 inh	3T3 cytotox
[31] O=C(NCC(F)F)C1CCN(Cc2ccccc2-c2cccnc2)CC1
    2%	/	5%	5	19%	-12%	-11%
[44] CC(/C=C/c1cccc(Oc2ccc(F)cc2)c1)N(O)C(N)=O (stereo not given)
    /	/	-8%	/	45%[activator]	2%	/
[3] O=C(c1cccc(F)c1)N1CCCC(c2noc(COc3ccccc3)n2)C1 (stereo not given)
    ?	-8%	-8%[12.5 µM]	19	7%	i	-22%
[42] COc1ccc(NC(=O)N2CCC3(CCNCC3)C2)cc1
    -4%	-22%	17%	0	23%	-2%	3%
[25] Cc1ccc(CCC(=O)N2CCC(CO)(CN3CCCC3)CC2)cc1
    -14%	-8%	6%	14	8%	?	?

# Screens (PubChem BioAssay)
